Screening data: PubChem, Sanford-Burnham Center for Chemical Genomics
STEP inh = inhibitors of human striatal-enriched phosphatase STEP. recombinant STEP, OMFP fluorogenic substrate, fluorescence. inhibition, % at 20 µM. 0.25% of 360,000 active;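 active means inhibition at 20 µM, scaled per plate between control wells, above about 37%, limit read from the data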;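 further: 0% = DMSO with enzyme and substrate and 100% = substrate only without enzyme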
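Material: STEP (striatal-enriched tyrosine phosphatase) enzyme, cell-free; Compound dosing: 20 µM single dose in 1% DMSO; Technique: fluorescence read at 480 nm ex / 540 nm em; Times: reaction 20 min, ambient temperature; Medium: 50 mM Bis-Tris pH 6.0 with 2.5 mM DTT and 0.005% Tween 20; Also added: OMFP at 25 µM.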
NadD block = blocks S. aureus nicotinate mononucleotide adenylyltransferase; purified NadD enzyme, colorimetric absorbance read-out; inhibition, % at 20 µM; 0.78% of 360,000 active; AID 602399; in the data active means inhibition above about 26%; further: some compounds past the cut are filed as inactive
SKN-1 block = blocks SKN-1 activity in C. elegans; C. elegans VP596 Pgst-4::GFP/RFP ratio, acrylamide-induced, 24 h; inhibition, % at 21.8 µM; 0.49% of 360,000 active; AID 624304;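 active means interference check ratio from 0.5 to 1.5 plus GFP to RFP signal ratio inhibition reaching or exceeding a fixed threshold, cut at about 30% in these data, passing the limit was not always enough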; further: some compounds called inactive have numbers as strong as hits
CendR NRP1 mod = NRP-1/CendR interaction modulation; O14786; FAM-RPARPAR peptide binding to NRP-1, fluorescence polarization; inhibition, % at 25 µM; 0.85% of 360,000 active; AID 602438;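 active means inhibition or corrected inhibition above about 18%, plus a signal ratio from 0.5 to 1.5, limit read from the data, passing the limit was not always enough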; further: strong numbers were not always called active
Target sequence (O14786 whole entry, looked up): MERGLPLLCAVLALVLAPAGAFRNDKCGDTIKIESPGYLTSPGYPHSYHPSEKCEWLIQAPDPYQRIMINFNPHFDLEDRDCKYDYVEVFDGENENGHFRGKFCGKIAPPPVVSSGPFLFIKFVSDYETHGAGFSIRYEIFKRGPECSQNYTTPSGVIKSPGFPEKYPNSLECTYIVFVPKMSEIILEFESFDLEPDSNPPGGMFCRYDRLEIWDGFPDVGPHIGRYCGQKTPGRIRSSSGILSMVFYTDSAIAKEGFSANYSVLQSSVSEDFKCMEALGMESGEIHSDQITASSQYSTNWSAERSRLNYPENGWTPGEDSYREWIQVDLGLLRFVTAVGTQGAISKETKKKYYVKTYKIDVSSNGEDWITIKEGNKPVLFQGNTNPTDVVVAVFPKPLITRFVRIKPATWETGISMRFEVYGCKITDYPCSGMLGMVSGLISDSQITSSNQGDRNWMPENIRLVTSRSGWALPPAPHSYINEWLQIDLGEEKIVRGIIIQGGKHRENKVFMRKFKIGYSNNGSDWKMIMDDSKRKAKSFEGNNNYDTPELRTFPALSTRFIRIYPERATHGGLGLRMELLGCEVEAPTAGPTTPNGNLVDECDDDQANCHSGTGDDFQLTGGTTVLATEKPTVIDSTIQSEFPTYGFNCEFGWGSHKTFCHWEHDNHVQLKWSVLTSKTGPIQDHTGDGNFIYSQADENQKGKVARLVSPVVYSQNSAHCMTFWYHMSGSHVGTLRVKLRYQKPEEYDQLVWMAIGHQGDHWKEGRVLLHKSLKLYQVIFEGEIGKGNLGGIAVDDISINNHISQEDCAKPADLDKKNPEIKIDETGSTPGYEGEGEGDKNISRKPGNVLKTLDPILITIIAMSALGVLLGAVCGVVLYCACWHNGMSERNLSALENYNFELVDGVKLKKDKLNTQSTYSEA
Scp-1 inhibitor = Scp-1 (human) phosphatase inhibition; inhibition, % at 20 µM; Recombinant Scp1, phosphopeptide, malachite green phosphate absorbance; 0.88% of 340,000 active;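 active means inhibition above about 50% at 20 µM, limit read from the data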;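 further: plate controls were DMSO wells with enzyme for no effect and wells lacking enzyme for full effect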
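Test system: SCP-1 phosphatase catalytic domain, residues 76-261 | Compound dosing: One concentration, 20 µM, with 1.0% DMSO | Schedule: 45 min room-temperature reaction, 5 min colour, 30 min stabiliser | Detection: Absorbance at 630 nm | Read-out basis: % inhibition of SCP-1 phosphate liberation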
Rpn11 block = inhibitors of human proteasome Rpn11 | human 26S proteasome, Ub4-pepOG fluorescence polarization; 20S core pre-blocked with epoxomicin | AID 588493 | 0.59% of 360,000 active | calls only at 20 µM;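 active means inhibition at 20 µM, scaled to each plate's controls, above about 33%, limit read from the data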
LMPTP block = blocks human LMPTP phosphatase; P24666; recombinant LMPTP-A, OMFP fluorogenic substrate, fluorescence intensity; inhibition, % at 20 µM; 0.22% of 360,000 active;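 active means compounds that cut the enzyme signal by at least half of the control window in the single-dose screen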;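 further: plate controls were DMSO wells with enzyme plus substrate for no effect and substrate without enzyme for full effect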
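Test system – LMPTP-A phosphatase enzyme · Quantity – 0.625 nM LMPTP-A final · Reagent – OMFP substrate, 400 µM final · Dosing – one test concentration per compound, 20 µM, with 3% DMSO overall · Timing – 50 min enzyme reaction at room temperature, protected from light · Detection – fluorescence intensity · Controls – substrate-only low control, DMSO enzyme-plus-substrate high control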
DNMT1 inh = DNMT1 (human) enzyme inhibition | P26358 | 0.83% of 360,000 active | inhibition (reported as % activation of signal), % at 10 µM | DNMT1 molecular beacon, Hinp1I cleavage, fluorescence; in the data active means inhibition above about 50%
SUMO1-SIM PPI = modulators of human SUMO1-mediated protein-protein interactions; P63165; SUMO1 binding to a labelled peptide, TR-FRET, 1 h; inhibition, % at 20 µM; 0.33% of 360,000 active; in the data active means inhibition above about 37%
Target sequence (P63165 whole entry, looked up): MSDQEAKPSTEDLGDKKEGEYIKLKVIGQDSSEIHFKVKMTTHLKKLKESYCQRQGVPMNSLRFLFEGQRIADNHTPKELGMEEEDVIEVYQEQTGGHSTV
MT1-MMP act inh = inhibitors of human MT1-MMP activation | P50281 | HT1080 RFP-PRO-GFP cells, GFP/RFP ratio fluorescence, overnight; percent of plate control window, DMSO zero | GFP/RFP ratio change, % at 20 µM | 0.061% of 360,000 active | AID 651647;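 active means GFP/RFP ratio change of at least 30% with cell ATP level not reduced by more than half and red fluorescence within 50% of control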; further: strong numbers were not always called active
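Test system: HT1080 RFP-PRO-GFP cells; Benchmarks: DMSO and RFP-L50D-GFP cell wells; Timing: cells overnight before dosing, compound overnight, 37 °C, 5% CO2; Compound: one 20 µM compound dose with 1% DMSO; Read-out: GFP/RFP fluorescence ratio.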
The depositor's hits bear a star; i = inactive; . = no result given.

SMILES	STEP inh	NadD block	SKN-1 block	CendR NRP1 mod	Scp-1 inhibitor	Rpn11 block	LMPTP block	DNMT1 inh	SUMO1-SIM PPI	MT1-MMP act inh
COc1cc(OC)c(C(=O)OCC(=O)NC23CC4CC(CC(C4)C2)C3)cc1OC	-1	1	-4	8	-6	i	-1.4	0	-9	7
COc1ccc(NS(=O)(=O)c2cc(NC(=O)c3ccc(=O)[nH]c3)ccc2N2CCCC2)cc1	0	16	2	17	-2	i	4.7	-9	27	4
N#CCCN(C(=O)CN1CCN(S(=O)(=O)c2ccc3c(c2)OCCO3)CC1)c1ccc(F)cc1	-2	7	-14	-1	-4	i	-1.4	1	3	-4
COc1cccc(C(=O)NC2CCCc3c2cnn3-c2cc(C)cc(C)c2)c1 (stereo not drawn)	2	-2	-1	-4	-2	i	-0.1	-1	4	1
CC(C)(C)c1ccc(C(=O)CSc2ncn[nH]2)cc1	0	9	-11	7	9	i	-0.4	1	2	-1
O=C(c1ccco1)N1CCN(Cc2cc(=O)c(OCc3ccccc3F)co2)CC1	0	-5	0	2	0	i	-1.2	9	5	3
O=C(c1ccco1)c1cn(CC(=O)N2CCCCC2)c2ccccc12	1	9	5	4	1	i	-1.0	2	-5	3
O=C(Nc1ccccc1)C1CC2CCC1C2 (stereo not drawn)	0	2	-8	6	-10	i	-0.9	1	4	0
Cc1ccc(NC(=O)CS(=O)CC(=O)N(CC(=O)NC2CCCC2)c2cc(C)ccc2C)cc1 (stereo not drawn)	-1	-4	2	-13	-7	i	-0.3	0	-2	-3
Cc1ccc(C(=O)Nc2nc(C(N)Cc3ccc(C(F)(F)F)cc3)cs2)cc1 (stereo not drawn)	0	10	-5	-7	.	i	-1.0	-2	-36	-4
COc1cccc(-c2nc(C(N)=O)c3[nH]c(=O)n(-c4ccccc4)c3n2)c1OC	1	2	-2	-7	-6	i	-1.2	-2	6	-1
O=C1CCN(S(=O)(=O)c2ccccc2)CCN1CCOCc1ccc(F)cc1	-1	-3	-6	-8	-5	i	-0.2	0	-9	0
CC(C)[C@H](NC(=O)N1CCn2c1nc1ccccc12)C(=O)NCCc1ccccc1	0	-2	-4	-3	-8	i	1.9	3	-5	1
COc1ccc(C(=O)NNC(=O)C(=O)NC2CCCCC2)cc1	0	0	10	-1	-11	i	-1.8	2	5	2
CNC(=O)C(=O)Nc1c(C)cc(C)cc1C	-4	1	-9	-13	1	i	-5.2	4	-1	0
CC(C)(C)OC(=O)NCCCCCC(=O)N/N=C/c1coc2ccccc2c1=O	-2	6	5	-26	-11	i	-0.6	1	-10	-9
CN(C)CCCN(C(=O)c1ccc(S(=O)(=O)N2CCc3ccccc32)cc1)c1nc2c(Cl)cccc2s1	0	9	-22	4	16	i	1.8	-3	-11	2
CC(=O)Nc1ccc(S(=O)(=O)NNC(=O)c2ccc(C)cc2)cc1	0	-1	-24	12	-6	i	1.3	3	0	-2
c1csc(-c2csc3nc(CN4CCOCC4)nc(NCc4ccc5c(c4)OCO5)c23)c1	3	2	15	5	-2	i	3.4	-12	-6	-12
Cc1cc2sc3nc(=O)n(-c4ccccc4)c(=O)n3c2cc1C	-1	4	-7	-2	-3	i	-1.8	-1	6	1
CCCCN(C(=O)c1ccc2c(c1)OCCO2)c1c(N)n(CCCC)c(=O)[nH]c1=O	2	7	15	1	-1	i	-0.5	2	3	2
CCc1cc2cc(C)c(C)cc2nc1SCC(=O)NNC(=O)c1ccco1	-1	6	8	-5	0	i	0.1	16	1	4
Cc1nn(Cc2ccccc2Cl)c(C)c1NC(=O)Cn1nc([N+](=O)[O-])c(Cl)c1C	-1	4	8	-10	-5	i	0.9	-4	-1	-3
O=C(NCCc1ccccc1)C1=CCN(S(=O)(=O)c2ccccc2)CC1	-2	3	-5	8	-3	i	-0.5	-6	1	-2

Complete entries as entered above. Screens in order: STEP inh	NadD block	SKN-1 block	CendR NRP1 mod	Scp-1 inhibitor	Rpn11 block	LMPTP block	DNMT1 inh	SUMO1-SIM PPI	MT1-MMP act inh
Shown for CC(C)[C@H](NC(=O)N1CCn2c1nc1ccccc12)C(=O)NCCc1ccccc1 = 0	-2	-4	-3	-8	i	1.9	3	-5	1
Shown for O=C(NCCc1ccccc1)C1=CCN(S(=O)(=O)c2ccccc2)CC1 = -2	3	-5	8	-3	i	-0.5	-6	1	-2
Shown for Cc1nn(Cc2ccccc2Cl)c(C)c1NC(=O)Cn1nc([N+](=O)[O-])c(Cl)c1C = -1	4	8	-10	-5	i	0.9	-4	-1	-3
Shown for c1csc(-c2csc3nc(CN4CCOCC4)nc(NCc4ccc5c(c4)OCO5)c23)c1 = 3	2	15	5	-2	i	3.4	-12	-6	-12

Later entries.
SMILES	STEP inh	NadD block	SKN-1 block	CendR NRP1 mod	Scp-1 inhibitor	Rpn11 block	LMPTP block	DNMT1 inh	SUMO1-SIM PPI	MT1-MMP act inh
CCOC(=O)c1ccccc1OC(=O)CS(=O)c1ccccc1[N+](=O)[O-] (stereo not drawn)	2	-3	-3	-10	-4	i	-0.5	2	-24	-3
CC(C)C(NC(=O)c1ccccc1F)C(=O)NCCc1ccccn1 (stereo not drawn)	-1	-2	5	-4	-7	i	-1.3	0	0	1
O=C1C=C(c2ccc3[nH]ccc3c2)C[C@@H](c2ccc(F)cc2)C1	2	-6	20	9	-6	i	3.5	-13	-21	2
COc1ccc(/C=N/NC(=O)c2c(C)nnn2-c2nonc2N)cc1OC	-8	-9	3	8	-6	i	-1.2	-1	-3	1
O=C(COC(=O)C1CC1)Nc1ccc(S(=O)(=O)N2CCOCC2)cc1	-2	0	-7	3	3	i	-0.6	-5	-1	-1
Fc1ccc(Br)cc1C1C=C(c2ccc(Br)s2)Nc2ncnn21 (stereo not drawn)	-3	11	-32	131	7	i	1.4	8	2	-177
O=C(O)c1ccc(NC(=O)c2cn(-c3ccccc3)nc2-c2ccccc2)cc1	1	-2	3	5	-6	i	0.0	1	8	7
CSc1ccc(CCNC(=O)c2ccc(CS(=O)Cc3ccc(Cl)cc3)o2)cc1 (stereo not drawn)	-2	0	10	2	-3	i	1.5	-2	6	3
COC(CNC(=O)c1cc(-c2ccncc2)nc2ccc(S(=O)(=O)N3CCOCC3)cc12)OC	0	-6	2	13	-8	i	-0.3	0	-9	1
COc1ccc(NC(=O)Nc2nc3ccccc3s2)cc1	1	-8	-2	2	-20	i	0.1	2	18	-1
CC1=C(C(=O)N(C)C)CC(CC(=O)NCCc2ccccn2)C(=O)N1Cc1ccccc1 (stereo not drawn)	0	4	-4	-4	.	i	-0.6	-2	-2	3
CCn1c(=O)c2sccc2n2c(CCCC(=O)NC3CCN(Cc4ccccc4)CC3)nnc12	-1	-8	-7	11	-6	i	-1.0	1	9	3
Nc1ccc(C=C2C=Cc3ccccc32)cc1	-5	3	52*	2	11	i	2.5	-13	-32	3
Cn1c(=O)c2c(ncn2CC(=O)Nc2cccc(S(=O)(=O)Nc3ccccc3F)c2)n(C)c1=O	4	0	-4	3	0	i	-0.8	1	17	2
O=C(NCCCn1ccnc1)/C(=C\c1ccc(Br)cc1)NC(=O)c1ccccc1	-1	1	-2	14	-2	i	-1.1	0	-7	-1
C=CCC[C@H](Cc1ccc(F)cc1)C(=O)OC[C@H](C)NC(=O)[C@@H](CC=C)CC(=O)N[C@H](CO)Cc1ccccc1	-1	-7	7	-2	-3	i	0.2	-1	1	15
N#CC(C#N)=C(Nc1ccc(F)cc1)SCc1cccc(F)c1	2	-2	-1	-2	1	i	0.0	6	-1	-20
Cc1ccc(NC(=O)O/N=C/c2c(C)nn(C(C)(C)C)c2C)cc1Cl	1	-3	14	-3	-10	i	2.2	-1	3	2
CCCc1cc(=O)oc2cc(OCC(=O)Nc3cc(C)on3)ccc12	4	-2	-2	-17	-5	i	-2.0	12	3	10
CS(=O)(=O)NCC(c1cccnc1)N1CCN(c2ccccc2F)CC1 (stereo not drawn)	0	-7	4	6	0	i	-1.2	0	-5	1
Cc1c(Cl)cccc1NC(=O)CC(Cc1ccccc1)C(=O)O (stereo not drawn)	5	-1	9	4	-9	i	0.3	10	15	6
CC(C)Cn1nc(NC(=O)c2ccco2)c2cc3ccccc3nc21	2	-3	9	8	7	i	0.7	-2	-20	3
O=C(Nc1ccc2c(c1)OCO2)c1cnc(Cl)c(Cl)c1	0	-1	-4	-4	7	i	0.4	-1	-2	1
CN1CCc2nc(SCCOc3ccccc3)c(C#N)cc2C1	2	-9	-1	-4	-8	i	7.7	-11	-9	-5
COCC(=O)Nc1ccc(S(=O)(=O)Nc2nccs2)cc1	-2	8	2	-8	-10	i	-1.1	1	5	1
COC(=O)c1ccc(CNC(=O)COC(=O)C23CC4CC(CC(C4)C2)C3)cc1	-1	-6	12	-6	-7	i	1.5	-7	1	0
CC1CCN(Cc2cc(=O)oc3ccc4ccccc4c23)CC1	2	-2	12	-10	-4	i	1.3	1	-10	-2
O=C(O)/C=C/c1ccc(S(=O)(=O)NCc2cccnc2)cc1	0	-2	6	-2	-1	i	0.3	2	-3	-7
O=C(O)CC(c1ccccc1)N1C(=O)c2cccc([N+](=O)[O-])c2C1=O (stereo not drawn)	1	-4	-7	-4	-4	i	-1.7	2	-19	-5
O=C(NCCc1ccc(Cl)cc1)C1CC(=O)N(C2CCCC2)C1 (stereo not drawn)	0	-2	4	1	3	i	-1.3	1	7	3
CC(C)C(=O)Nc1nnc(SCC(=O)NCC2CCCO2)s1 (stereo not drawn)	-2	-7	-8	0	-4	i	-0.6	0	0	-2
CCN(CC(=O)NCc1cccs1)C(=O)CCC(=O)c1ccc(F)cc1	-2	-5	15	-14	2	i	-0.3	-3	4	0
Cc1ccccc1N1CCN(S(=O)(=O)c2nnc(NC(=O)CC(C)C)s2)CC1	0	4	19	1	-9	i	0.2	8	2	-10
O=c1[nH]nc(Sc2ncnc3sccc23)n1CCc1ccccc1	0	3	15	2	-3	i	-1.2	3	2	-5
COc1ccc2nc(NC(=O)CSc3n[nH]c(N)n3)sc2c1	1	-1	-31	0	-6	i	-2.3	2	6	0
COc1cc(CNCCc2ccccc2)cc(Cl)c1OCc1ccccc1	0	-2	8	-3	14	i	2.7	-1	-29	-2
O=C(NCc1n[nH]c(=S)n1-c1cccc(Cl)c1)c1ccc(S(=O)(=O)N2CCCCC2)cc1	0	0	23	-6	-1	i	-0.1	1	-3	1
